# INS promoter inh = TRM-6 insulin promoter activity inhibition | TRM-6 cells (human fetal islet line), insulin promoter-eGFP reporter, imaging; reporter expression induced with tamoxifen | inhibition, % at 2 µM | 130,000 compounds, 0.9% hits;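 active = inhibition above the mean plus 3 SD, with well images judged a real hit on visual review, cut at about 60% in these data, passing the limit was not always enough; inconclusive = inhibition over the cutoff but images rejected on review; inactive = inhibition not above the cutoff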
# SDO1 yeast rescue = restores growth of sdo1-depleted yeast; 140,000 compounds, 0.21% hits; AID 817; z-score at 10 µM; S. cerevisiae sdo1-depleted JHY4D growth rescue, OD600 30 h; hits give high values; pdr5 snq2 efflux-pump mutant strain;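 active = z-score above 3 at both the 24 hr and the 30 hr optical density reads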;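 note: z-score against mean and SD of all compound wells on the same plate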
# SDO1 yeast rescue Rescue 24 h = second read-out of SDO1 yeast rescue, no call of its own (marks repeat the call); z-score; S. cerevisiae sdo1-depleted JHY4D growth rescue, OD600; measured here: growth rescue at 24 h;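 0 is the plate mean of compound wells and units are plate SD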
# Numbers without * were called inactive; i = inactive; ? = inconclusive; · = not tested or not shown.
cpd	molecule	SDO1 yeast rescue	INS promoter inh	SDO1 yeast rescue Rescue 24 h
1	CCOc1ccc(-c2csc(NC(=O)C3CCCO3)n2)cc1 (stereo unspecified)	-0.6	-248	0.17
2	CCOc1ccc(OCc2cccc(C(=O)N3CCCC3)c2)cc1	-0.9	-26	-0.42
3	CN(/C(=N\S(=O)(=O)c1ccccc1)C(F)(F)F)c1ccccc1	1.2	21	0.48
4	Cc1ccc(-n2nc(C(=O)c3ccccc3)n3c(=O)cc(-c4ccccc4)nc23)cc1	-0.99	·	0.14
5	O=C1C=C(N(CCO)Cc2ccccc2)c2ccccc2C1=O	·	-55	·
6	Cc1ccc(Cn2c(SCC(=O)Nc3cc(C)on3)nc3ccccc3c2=O)cc1	-1.6	-36	-0.07
7	O=C(NCc1ccco1)C1CCN(S(=O)(=O)N2CCOCC2)CC1	1.2	62	-0.03
8	Cn1c(C(=O)N2CCC(C(N)=O)CC2)cc2c(=O)n(C)c3ccccc3c21	-0.06	·	-0.76
9	COc1ccc(N2CCN(C(=O)c3ccc4c(c3)OCO4)CC2)cc1	0.65	3	0.2
10	CC(=O)OCC1=C(C(=O)O)N2C(=O)C(NC(=O)Cn3nc(C(F)F)c(Cl)c3C)C2SC1 (stereo unspecified)	·	14	·

# Five entries picked at random from the list so far, as already listed:
cpd	molecule	SDO1 yeast rescue	INS promoter inh	SDO1 yeast rescue Rescue 24 h
3	CN(/C(=N\S(=O)(=O)c1ccccc1)C(F)(F)F)c1ccccc1	1.2	21	0.48
10	CC(=O)OCC1=C(C(=O)O)N2C(=O)C(NC(=O)Cn3nc(C(F)F)c(Cl)c3C)C2SC1 (stereo unspecified)	·	14	·
2	CCOc1ccc(OCc2cccc(C(=O)N3CCCC3)c2)cc1	-0.9	-26	-0.42
6	Cc1ccc(Cn2c(SCC(=O)Nc3cc(C)on3)nc3ccccc3c2=O)cc1	-1.6	-36	-0.07
1	CCOc1ccc(-c2csc(NC(=O)C3CCCO3)n2)cc1 (stereo unspecified)	-0.6	-248	0.17

# Next part:
cpd	molecule	SDO1 yeast rescue	INS promoter inh	SDO1 yeast rescue Rescue 24 h
11	CCOP(=O)(c1c(F)c(F)c(F)c(F)c1F)C(O)c1ccccc1 (stereo unspecified)	0.57	11	-0.32
12	O=c1c(C=Nc2cccc(C(F)(F)F)c2)c[nH]n1-c1cccc(Cl)n1	-0.11	60	-0.67
13	O=C(CSc1nnc(Cn2nnc3ccccc32)o1)N(Cc1ccc(Cl)cc1)c1ccccc1	-0.29	·	0.8
14	CCOC(=O)C1=C(C)n2c(s/c(=C/c3cccc([N+](=O)[O-])c3)c2=O)=NC1c1ccc(O)c(OC)c1 (stereo unspecified)	-1.5	42	-0.72
15	Cc1ccc(-n2nnnc2SC(C)C(=O)Nc2ccccc2-c2ccccc2)cc1 (stereo unspecified)	0.04	55	0.7
16	CNC(=O)c1ccccc1NC(=O)c1ccco1	0.35	-110	0.22
17	CCCc1nc(SCC(=O)N2c3ccccc3CC2C)c2c(C)c(C)sc2n1 (stereo unspecified)	-1.4	·	-1.1
18	O=C(NCCC1=CCCCC1)c1ccc2c(=O)n3c(nc2c1)CCCCC3	-0.53	·	-0.58
19	CCN(CC)S(=O)(=O)c1ccc2oc(C(=O)NCc3ccc(F)cc3)c(C)c2c1	-1.3	-88	0.52
20	CCNC(=O)C/C(C)=N/NC(=O)C(=O)Nc1ccc(CC)cc1	·	7	·
21	CS(=O)(=O)c1ccc2nc(NC(=O)c3ccco3)sc2c1	0.3	·	0.06
22	CCCSc1nsc(NC(=O)CC)n1	·	46	·
23	CN(C)CC(C)(C)CNS(=O)(=O)c1cccc2nsnc12	-0.34	-25	0.22
24	CC(=O)c1c(C(C)=O)c(C)n(NC(=O)c2ccncc2)c1C	0.55	·	1.3
25	COc1cc(C(=O)NCCCNc2ccc([N+](=O)[O-])cc2)cc(OC)c1OC	1.3	-30	1.3
26	O=C(Cc1ccccc1)NC1CCN(S(=O)(=O)c2ccc(C(=O)O)cc2)CC1	1.2	-14	1.1
27	CC(=O)OC[C@H]1O[C@@H](Sc2cccc3cccnc23)[C@H](OC(C)=O)[C@@H](OC(C)=O)[C@H]1OC(C)=O	1.5	3	2.4
28	O=C(CN1C(=O)/C(=C\c2ccc(F)cc2)Oc2ccccc21)N1CCN(c2ccccn2)CC1	-0.73	19	0.54
29	Cc1ccc(C(=O)ON=C2CCN(c3ccc([N+](=O)[O-])cc3)CC2)cc1	-2.1	·	-1.3
30	CCN(CC)C(=O)Cn1cnc([N+](=O)[O-])n1	0.43	-38	0.09

# Reformatted with values ahead of the structure: entries from further up
entry	SDO1 yeast rescue	INS promoter inh	SDO1 yeast rescue Rescue 24 h	SMILES
22	·	46	·	CCCSc1nsc(NC(=O)CC)n1
25	1.3	-30	1.3	COc1cc(C(=O)NCCCNc2ccc([N+](=O)[O-])cc2)cc(OC)c1OC
23	-0.34	-25	0.22	CN(C)CC(C)(C)CNS(=O)(=O)c1cccc2nsnc12
29	-2.1	·	-1.3	Cc1ccc(C(=O)ON=C2CCN(c3ccc([N+](=O)[O-])cc3)CC2)cc1
27	1.5	3	2.4	CC(=O)OC[C@H]1O[C@@H](Sc2cccc3cccnc23)[C@H](OC(C)=O)[C@@H](OC(C)=O)[C@H]1OC(C)=O

# Carrying on.
cpd	molecule	SDO1 yeast rescue	INS promoter inh	SDO1 yeast rescue Rescue 24 h
31	CCc1ccc(C(C)NC(=O)c2ncn[nH]2)cc1 (stereo unspecified)	0.12	11	-0.08
32	Cc1ccc(-c2noc(CN(C(=O)CCN3C(=O)c4ccccc4C3=O)C(C)C)n2)cc1	-2	69	-1.8
33	Cc1ccc(NC(=S)Nc2cc(-c3ccccc3)[nH]n2)cc1Cl	·	?	·
34	Cc1cc2c(cc1C)N(C(=O)CN1C(=O)c3ccccc3C1=O)C(C)(C)c1ssc(=S)c1-2	-0.41	-109	-0.2
35	Cc1c(NC(=O)/C(C#N)=C/c2ccc(-c3cc(Cl)ccc3Cl)o2)c(=O)n(-c2ccccc2)n1C	0.17	·	1.3
36	CCC(C)NCCOCCOc1ccc(C)cc1OC (stereo unspecified)	1.6	29	1
37	O=C(Nc1nnc(-c2ccccc2F)s1)C1CCN(S(=O)(=O)c2ccc(Cl)cc2)CC1	-0.49	·	-0.24
38	CCc1ccc(N=c2c([N+](=O)[O-])nn(-c3ccccc3)n2O)cc1	-2.3	33	-1.9
39	O=C(NCCc1ccc(F)cc1)N1CCOCC1	0.97	83*	0.15
40	COc1ccc(C(C(=O)NC2CCCCC2)N(C(=O)c2ccco2)c2ccc(-n3cnnn3)c(C)c2)cc1 (stereo unspecified)	·	?	·
41	CCOc1ccccc1NC(=O)Cn1nnc(C(=O)Nc2ccc(C)cc2)c1N	0.99	50	1.6
42	CC(C)c1[nH]c(=O)c(C#N)c2c1CSC(C)(C)C2	0.83	·	0.4
43	CCOc1ccc2nc(NC(=O)CSc3ccccc3)sc2c1	-1.5	-11	-0.4
44	CNC(=O)c1ccc2nc(NC(C)=O)sc2c1	-0.25	-26	0.86
45	CC(C)(CNS(=O)(=O)c1ccc(Cl)cc1)N1CCCCC1	-0.01	0	0.05
46	Cc1cc(Cl)ccc1NC(=S)NCCC(c1ccccc1)c1ccccc1	-1.2	25	-1.1
47	COc1ccc(OC)c(C(=O)CSc2nnc(-c3cccnc3)n2C)c1	-0.47	0	-0.72
48	CCOC(=O)C1CCCN(c2c(N3CCc4ccccc4C3)c(=O)c2=O)C1 (stereo unspecified)	0.09	·	-0.16
49	O=C(Nc1ccc(S(=O)(=O)NC2CCCCC2)cc1)c1ccco1	0.24	-16	-0.24
50	COc1cccc(NC(=O)CSc2nnc(Cc3cccs3)n2-c2ccc(C)cc2)c1	-2	0	-2.8
51	Cc1occc1-c1nnc(SCC(=O)c2c[nH]c3ccccc23)n1C	0.81	·	0.48
52	C[C@@]1([C@@H](NC(=O)c2cccs2)c2ccc(-c3ccccc3)cc2)C[C@H]1C1CCCCC1	0.12	25	-0.16
53	COc1ccc(-c2nc3n(n2)C(=O)CC(c2ccco2)S3)cc1 (stereo unspecified)	-0.29	·	-0.77
54	Cc1ccc2c(c1)[C@@H](O)C[C@@H](C)N2N=O	0.79	3	0.39
55	O=C(O)CCC(=O)Nc1ccc(N2CCOCC2)cc1	1.2	·	1.1
56	O=c1ccc(Oc2nc(N3CCCCC3)nc(N3CCCCC3)n2)n[nH]1	-0.82	·	-0.47
57	COC(=O)c1cc(C(=O)OCC(=O)N(C)C2CCS(=O)(=O)C2)cc([N+](=O)[O-])c1 (stereo unspecified)	·	42	·
58	CCC(C)(C)NC(=O)C(c1cccc(OC)c1)N(C(=O)c1ccn[nH]1)c1cccc(OC)c1 (stereo unspecified)	0.2	0	-0.43
59	CC(C)n1c2ccccc2c2cc([N+](=O)[O-])ccc21	-0.18	17	0.4
60	CCCCN(CCCC)CCCNC(=O)CC1Oc2ccc(C)cc2NC1=O (stereo unspecified)	0.9	31	0.81
61	COC(=O)C1CC(O)CN1S(=O)(=O)c1cccs1 (stereo unspecified)	·	0	·
62	O=C(CCCC(=O)Nc1cccnc1)Nc1cccnc1	-0.9	-18	-0.95
63	COc1cccc(N=c2oc3c(C)ncc(CO)c3cc2C(N)=O)c1	-0.31	-21	-0.64
64	COC(=O)c1cc(C)nc(N)c1C#N	-0.03	33	0.22
65	Cc1ccc(N2C(=O)C3C(C2=O)C(C(=O)c2ccc(Cl)cc2)N2CCCC32)cc1 (stereo unspecified)	-0.58	6	-0.6
66	COc1ccc(-c2noc(-c3cccc(OC)c3OC)n2)cc1OC	0.11	·	0.39
67	O=C(O)c1cccc(CSc2n[nH]c(-c3ccc(Cl)cc3Cl)n2)c1	·	31	·
68	Cc1sc2nc(CSCC(=O)Nc3ccc(OC(F)F)cc3)[nH]c(=O)c2c1C	·	-27	·
69	COc1ccc(OC)c(NC(=O)CN2C(=O)NC3(CCOc4ccccc43)C2=O)c1 (stereo unspecified)	0.41	13	0.59
70	CCCCC(CCC(=O)O)(C(=O)OCC)c1csc(Nc2ccccc2)n1 (stereo unspecified)	·	38	·
71	Clc1ccc2[nH]c3c(NCC4CCCO4)ncnc3c2c1 (stereo unspecified)	-0.67	56	-0.58
72	O=C(c1ccccc1)N1CCCC(C(=O)N2CCCCCC2)C1 (stereo unspecified)	-0.08	0	-0.24
73	Cc1ccc(SCc2[nH]nc3c2C2(CCSCC2)C(C#N)=C(N)O3)cc1	-1.2	7	0.15
74	Cc1oc(-c2ccccc2Cl)nc1CN1CCCN(C(=O)c2ccco2)CC1	·	20	·
75	COc1cc(NC(=O)C/C(C)=N/NC(=O)c2cccc(O)c2)c(OC)cc1Cl	0.35	7	1.1
76	COCCN(CC(=O)NCC1CCCO1)C(=O)CCC(=O)Nc1cc(C)on1 (stereo unspecified)	0.09	-12	-0.22
77	CCCN1C(=O)C(O)(C/C(C)=N/O)c2ccccc21 (stereo unspecified)	0.79	·	-0.31
78	Cc1ccc(NC(=O)Nc2cccs2)cc1	0.36	?	-0.31
79	Cc1cc(C(F)(F)F)nc(NCc2cccnc2)n1	0.75	45	1.1
80	CC(C)(C)n1ncc2c(=O)n(CC(=O)Nc3ccc(Cl)cc3)cnc21	-0.08	·	-0.06

# (next part)
cpd	molecule	SDO1 yeast rescue	INS promoter inh	SDO1 yeast rescue Rescue 24 h
81	O=c1oc2ccccc2n1Cc1ccccc1	·	36	·
82	O=C(CCS(=O)(=O)c1ccc(Cl)cc1)OCC(=O)N1CCCCC1	1.1	-26	1.1
83	CC(C)CCNC(=O)Cn1c2c(c(-c3ccccc3Cl)cc1=O)CCC2	0.35	·	0.53
84	CCC1(C)Cc2c(sc3nc(SC)nc(N)c23)CO1 (stereo unspecified)	-0.18	-51	-0.06
85	Cc1cccc(C(=O)NCCc2nnc(SCC(=O)Nc3nc(C)cs3)n2C)c1	0.1	-10	0.28
86	COc1ccc(NC(=O)CSc2ccccc2)c([N+](=O)[O-])c1	·	33	·
87	CC1CCCCC1NC(=O)COC(=O)c1c2c(nc3ccccc13)/C(=C/c1ccco1)CC2 (stereo unspecified)	0.04	-24	0.89
88	CC(=O)OC(C(=O)NC1CCCCC1)c1cccc(C)c1 (stereo unspecified)	-0.45	0	-0.42
89	COCCn1c(C)cc(C(=O)COC(=O)c2n[nH]c3ccccc23)c1C	0.05	16	0.06
90	COC(=O)c1cc(NC(=O)c2ccccc2)c(=O)oc1/C=C/Nc1ccc(Oc2ccccc2)cc1	·	i	·
91	CCCCN(C(=O)NC(=O)Nc1ccc(C)cn1)S(C)(=O)=O	0.78	·	0.39
92	CCOC(=O)c1sc(NC(=O)CSc2nnnn2-c2ccc(C)cc2)c(C(=O)OCC)c1C	0.14	·	1.1
93	CC1CCN(C(=O)CNC(=O)c2cccc(OC(F)F)c2)CC1	·	-5	·
94	COc1ccc(C(=O)Nc2cc(OCc3ccccc3)c(Cl)cc2Cl)cc1	-0.25	0	0.78
95	O=S(=O)(NC1CCCCC1Sc1ncccn1)c1ccc(Cl)cc1 (stereo unspecified)	-0.5	-22	-0.87
96	Cc1sc2nnn(CC(=O)N3CCN(C(=O)c4ccco4)CC3)c(=O)c2c1C	·	13	·
97	Cc1cccc(C)c1NC(=S)NCCSc1ccc(Cl)cc1	·	36	·
98	COc1ccc(OC)c(C2C3=C(COC3=O)Nc3cc4c(cc32)OCO4)c1 (stereo unspecified)	-0.24	·	-1.1
99	COc1ccc(-c2csc(Cc3nnc(N4CCOCC4)n3-c3ccccc3)n2)cc1	0.21	-16	0.2
100	COc1ccc(CC(=O)Nc2c3c(nn2-c2cccc(Cl)c2)CS(=O)C3)cc1 (stereo unspecified)	1.1	-23	1.4
101	COc1ccc(CN(C(=O)c2cnccn2)C(C(=O)Nc2ccc(F)cc2)c2ccccc2)cc1 (stereo unspecified)	0.32	-40	-0.57
102	CCc1ccccc1OCCCOc1ccc(OC)cc1	0.74	·	0.25

# Assay outcomes as filed in PubChem.

# This is a subset; rates above refer to the full screens.
